# IDE act: activators of human insulin-degrading enzyme in cells; AID 493087; activation, % at 5.96 µM; HEK cells, FAbeta-B cleavage, fluorescence polarization; 0% vehicle, 100% cell-free pure enzyme wells; 340,000 tested, 0.073% active; P14735;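 active means activation above the mean of all tested compounds plus 3 SD, set per screening campaign, cut at about 17% in these data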
# Target sequence (P14735 whole entry, looked up): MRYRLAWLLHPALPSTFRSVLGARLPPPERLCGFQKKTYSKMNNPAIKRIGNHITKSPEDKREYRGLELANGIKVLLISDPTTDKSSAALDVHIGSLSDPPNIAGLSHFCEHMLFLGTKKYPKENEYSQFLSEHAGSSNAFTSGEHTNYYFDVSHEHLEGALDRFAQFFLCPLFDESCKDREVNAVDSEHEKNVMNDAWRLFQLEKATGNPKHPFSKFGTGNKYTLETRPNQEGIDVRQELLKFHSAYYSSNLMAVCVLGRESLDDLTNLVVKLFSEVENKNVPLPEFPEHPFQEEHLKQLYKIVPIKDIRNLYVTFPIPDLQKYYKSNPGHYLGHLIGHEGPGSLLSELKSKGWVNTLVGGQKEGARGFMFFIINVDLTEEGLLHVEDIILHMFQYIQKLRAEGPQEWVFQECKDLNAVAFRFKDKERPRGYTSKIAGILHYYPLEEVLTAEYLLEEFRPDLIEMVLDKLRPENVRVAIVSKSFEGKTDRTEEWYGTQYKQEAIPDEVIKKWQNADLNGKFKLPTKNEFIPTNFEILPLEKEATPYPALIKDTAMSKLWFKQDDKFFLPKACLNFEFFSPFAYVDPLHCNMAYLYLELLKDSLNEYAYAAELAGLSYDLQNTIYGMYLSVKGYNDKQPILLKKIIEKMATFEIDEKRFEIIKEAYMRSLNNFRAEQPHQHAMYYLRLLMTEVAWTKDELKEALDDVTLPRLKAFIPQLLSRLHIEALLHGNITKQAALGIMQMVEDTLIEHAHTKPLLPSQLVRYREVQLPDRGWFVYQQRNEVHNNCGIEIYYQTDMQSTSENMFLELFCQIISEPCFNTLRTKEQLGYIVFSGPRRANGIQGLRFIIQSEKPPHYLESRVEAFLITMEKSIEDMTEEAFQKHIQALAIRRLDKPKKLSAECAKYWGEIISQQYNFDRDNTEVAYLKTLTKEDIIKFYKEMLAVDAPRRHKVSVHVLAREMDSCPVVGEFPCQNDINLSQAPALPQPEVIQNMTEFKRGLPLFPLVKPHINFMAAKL
# Numbers without * were called inactive.
SMILES,IDE act
Cc1cc(O)cc2c1C1CCC3(C)C(O)CCC3C1C=C2 (stereo not given),3
O=C1OC(c2ccccc2)Sc2ccccc21 (stereo not given),0
CCC(=O)c1ccc(OCC(=O)N(CC)CC2COc3ccccc3O2)cc1 (stereo not given),5
O=C(O)C(=Cc1cc2c(cc1[N+](=O)[O-])OCO2)c1cc2c(cc1Br)OCO2,3
N#Cc1ccc(C(=O)OCc2cccc(S(=O)(=O)N3CCOCC3)c2)cc1,2
O=S(=O)(NCCc1ccccc1)c1ccc(F)cc1Br,2
O=C(COC(=O)/C=C/c1ccc(F)cc1)NC1CCS(=O)(=O)C1 (stereo not given),5
CCN(CC(=O)NCc1cccs1)C(=O)c1cccc(S(=O)(=O)N(CC)c2ccccc2)c1,1
NC(=S)NN=C1CCC(C2CCCCC2)CC1 (stereo not given),1
CC(C)C[C@@H](CN1CCCC1CN1C(=S)NC[C@@H]1Cc1ccc(O)cc1)N1C[C@H](Cc2ccc(O)cc2)N(CCc2ccccc2)C1=S (stereo not given in full),6
CC1CC(=O)c2ccccc2C1C (stereo not given),8
COc1ccc(C=O)cc1COc1ccc2c(c1)OCO2,6
COc1ccc(NC(=O)CCN2C(=O)C3CC=CCC3C2=O)cc1S(=O)(=O)N1CCCCC1 (stereo not given),11
CC(C)C[C@@H](CNCC(=O)[C@H](CC(C)C)NC(=O)c1[nH]cnc1C(=O)N[C@@H](C)CN)NC(=O)c1nc[nH]c1C(=O)N[C@@H](C)C(=O)O,3
Cc1ccccc1NC(=O)Cc1nc(COC(=O)c2ncc(Cl)c(Cl)c2Cl)cs1,-2
O=C(NNC(=S)Nc1ccc(C(=O)O)c(O)c1)c1ccncc1,4
O=C(C=Cc1ccco1)c1ccc([N+](=O)[O-])cc1,5
C#CCOCCOCCOCCNc1nc(N2CCN(C(=O)[C@H](CCCCN)n3cc(CCC(=O)O)nn3)CC2)nc(N2CCN(C(=O)[C@H](Cc3ccc(O)cc3)n3cc(CCO)nn3)CC2)n1,6
O=C(NCC(c1ccccc1Cl)N1CCCC1)c1ccc(N2CCCC2=O)cc1 (stereo not given),1
CN(CCNC(=O)c1c[nH]c2c1ccc1ccccc12)CCNC(=O)c1c[nH]c2c1ccc1ccccc12,-5
O=C(CCCCn1cnc2c(=S)nc[nH]c21)Nc1ccc(C(=O)O)cc1,-2
COc1cc(/C=C/C(=O)OCC(=O)N(CC(C)C)c2c(N)n(Cc3ccccc3)c(=O)[nH]c2=O)ccc1O,1
COc1cc(OC)c2c(-c3cccc(-c4ccc(CO)cc4)c3)cc(=O)oc2c1,-4
CC(C)N1CCSC1=S,3
CCOC(=O)C1=C(COC(=O)COc2ccccc2C(C)C)NC(=O)NC1C (stereo not given),2
COCC(C)n1c(C)cc(C(=O)COc2ccc(N(C)S(=O)(=O)c3ccc(NC(C)=O)cc3)cc2)c1C (stereo not given),6
Cc1cc(C)cc(N2C(=O)C=CC2=O)c1,-19
CCN1C[C@@H]2[C@@H]3C(=O)N(C)C(=O)[C@@H]3[C@](Cc3ccccc3)(C1=O)N2C(=O)c1ccc(F)cc1,3
Nc1ncnc2c(C3OC(CO)C(O)C3O)c[nH]c12 (stereo not given),6
CC(C)C[C@@H](CNCC(=O)[C@H](CC(C)C)NC(=O)c1[nH]cnc1C(=O)N[C@H](CN)CC(C)C)NC(=O)c1nc[nH]c1C(=O)N[C@@H](Cc1ccccc1)C(=O)O,0
O=c1cn[nH]c2ccc(Br)cc12,-2
O=C(c1cccs1)N1CCN(C(=O)c2cccs2)C1=S,4
CN(CC(=O)NCCc1ccc(S(N)(=O)=O)cc1)CC(=O)Nc1ccc(Cl)c(C(F)(F)F)c1,4
Cc1ccc(Nc2nc(N)nc(COC(=O)c3ccc(Br)o3)n2)cc1,6
CC1CCCC(C)N1S(=O)(=O)c1ccc(NC(=O)CCN2C(=O)C3CC=CCC3C2=O)cc1 (stereo not given),3
CCNC(=S)NCC,5
COc1ccc2nc3cc([N+](=O)[O-])ccc3c(NNc3ccc([N+](=O)[O-])cc3)c2c1,5
CC(=O)Nc1ccc(S(=O)(=O)O)c(OC(C)=O)c1,2
COc1cc(OC)cc(C(=O)NCC(=O)N2CC=C(c3ccccc3)CC2)c1,-3
CCCn1nc(C(=O)Nc2cc(OCC)c(N3CCOCC3)cc2OCC)c2ccccc2c1=O,4
CC(C)C[C@@H](CNCC(=O)[C@H](Cc1c[nH]c2ccccc12)NC(=O)c1[nH]cnc1C(=O)N[C@@H](C)CN)NC(=O)c1nc[nH]c1C(=O)N[C@@H](C)C(=O)O,3
COc1ccc(NS(=O)(=O)c2cccc(C(=O)NCc3ccccc3CN3CCOCC3)c2)cc1,-2
O=C(CN1CCCCC1)Nc1ccc(S(=O)(=O)c2ccc(NC(=O)CN3CCCCC3)cc2)cc1,-2
Cc1ccc(CNc2ncnc3[nH]ncc23)cc1,3
COc1ccc(C2OCC(C)(C)CO2)cc1OC,3
O=C(NCC1CCCO1)c1ccccc1NS(=O)(=O)c1ccc(Br)s1 (stereo not given),0
CCN(Cc1ccccc1)S(=O)(=O)c1ccccc1Br,-2
O=C(NN=Cc1c(O)ccc2ccccc12)C1CC1,3
Cc1ccc(S(=O)(=O)Nc2ccc3nc(C)oc3c2)cc1,2
CCN(CC)C(=O)[C@H]1C[C@H](CC(=O)NC(C)(C)C)C(=O)N2CCc3c([nH]c4cc(-c5ccco5)ccc34)[C@]12C,0
CCCCn1c(N)c(N(CC(C)C)C(=O)CSc2nnc(C)n2-c2ccccc2)c(=O)[nH]c1=O,6
Cc1ccc(S(=O)(=O)N2CCC[C@H]2C(=O)OCC(=O)N2c3ccccc3NC(=O)C2(C)C)cc1,5
OC1CC2CCC(C1)N2CCCN1c2ccccc2Sc2ccc(Cl)cc21 (stereo not given),5
O=C(Nc1cc(Cl)cc2c1-c1ccc(Cl)cc1C2O)C(Cl)Cl (stereo not given),1
CN(Cc1cc(Cl)cc(Cl)c1)CC(C(=O)c1ccccc1)c1ccccc1 (stereo not given),4
COc1cc(C2c3cc4c(cc3OC(N3CCCC3)C2C)OCO4)cc(OC)c1O (stereo not given),2
O=C(Cc1cccc(NC(=O)C2CCCN(C(=O)C3CCC3)C2)c1)Nc1cccc(C(=O)N2CCCCC2)c1 (stereo not given),5
CCN(CC)c1ccc(C(=O)NNC(=O)CNC(=O)c2ccco2)cc1,0
COc1ccc(C(=Cc2cc(OC)c(OC)cc2[N+](=O)[O-])C(=O)O)cc1,4
CC(C)n1ncc2c(C(=O)NCc3cccnc3)cc(C3CC3)nc21,0

# Exported as tab-separated lines: part of the list above
molecule	IDE act
CCCCn1c(N)c(N(CC(C)C)C(=O)CSc2nnc(C)n2-c2ccccc2)c(=O)[nH]c1=O	6
CN(Cc1cc(Cl)cc(Cl)c1)CC(C(=O)c1ccccc1)c1ccccc1 (stereo not given)	4

# (list continues)
SMILES,IDE act
Cc1cc(S(=O)(=O)N2CCN(CC(=O)N(C)Cc3ccccc3)CC2)ccc1Br,4
CCN1CCN(S(=O)(=O)c2ccc(Cl)c(C(=O)N(C)Cc3ccc(C(C)(C)C)cc3)c2)CC1,0
CCN(c1ccccc1)S(=O)(=O)c1cccc(C(=O)N(C)CC(=O)Nc2ccc(F)c(F)c2F)c1,5
O=C(CN1CCN(c2cnn(-c3ccccc3)c(=O)c2Cl)CC1)NC1CCS(=O)(=O)C1 (stereo not given),0
CCC1(CC)NC(=S)NC1=S,1
Cc1ccc(S(=O)(=O)N(C)c2ccc(C(=O)N(C)Cc3nc4ccccc4c(=O)[nH]3)cc2)cc1,-2
N=C(N)c1ccc(N=Nc2c(O)ccc3c2[nH]c2ccccc23)cc1,8
CC(=O)Nc1ccc(S(=O)(=O)N[C@@H](C)C(=O)OCC(=O)Nc2ccc3c(c2)OCCO3)cc1,0
Cc1cc(C)c(C#N)c(SCC(=O)N(CC(C)C)C2CCS(=O)(=O)C2)n1 (stereo not given),2
C=C1CC[C@@H]2[C@](C)(CO)[C@H](O)CC[C@@]2(C)[C@@H]1C/C=C1/C(=O)OCC1O (stereo not given in full),2
Cc1n[nH]c2c([N+](=O)[O-])c(=O)[nH]c(=O)n12,0
CC1CN(N=Cc2ccc([N+](=O)[O-])o2)C(=N)O1 (stereo not given),-1
Cc1ccc(NC(=O)Cn2cnc3c(NCc4ccccc4)ncnc32)cc1C,2
COc1cccc(CC(=O)Nc2ccc(F)c(S(=O)(=O)N3CCOCC3)c2)c1,2
CCN1Cc2c(cc(OC)c(OC)c2OC)-c2ccccc2S1(=O)=O,0
CCN(CC)S(=O)(=O)c1ccc(NC(=O)C2CC(=O)N(c3ccc4c(c3)OCCO4)C2)cc1 (stereo not given),-2
O=C1OCCN1C(=O)[C@H]1[C@H](c2ccc(F)cc2)C(c2cccc(Cl)c2)=NN1c1ccccc1,1
COc1cccc(CNC(=O)c2ccc(S(=O)(=O)N3CCOCC3)cc2)c1,2
O=C(O)c1ccccc1C(=O)c1ccc2oc(=O)[nH]c2c1,5
CCCCCOc1ccc(C(=O)OCC(=O)Nc2cc(C)on2)cc1,5

# Among those listed so far, these have a COOH group:
SMILES,IDE act
O=C(O)C(=Cc1cc2c(cc1[N+](=O)[O-])OCO2)c1cc2c(cc1Br)OCO2,3
CC(C)C[C@@H](CNCC(=O)[C@H](CC(C)C)NC(=O)c1[nH]cnc1C(=O)N[C@@H](C)CN)NC(=O)c1nc[nH]c1C(=O)N[C@@H](C)C(=O)O,3
O=C(NNC(=S)Nc1ccc(C(=O)O)c(O)c1)c1ccncc1,4
C#CCOCCOCCOCCNc1nc(N2CCN(C(=O)[C@H](CCCCN)n3cc(CCC(=O)O)nn3)CC2)nc(N2CCN(C(=O)[C@H](Cc3ccc(O)cc3)n3cc(CCO)nn3)CC2)n1,6
O=C(CCCCn1cnc2c(=S)nc[nH]c21)Nc1ccc(C(=O)O)cc1,-2
CC(C)C[C@@H](CNCC(=O)[C@H](CC(C)C)NC(=O)c1[nH]cnc1C(=O)N[C@H](CN)CC(C)C)NC(=O)c1nc[nH]c1C(=O)N[C@@H](Cc1ccccc1)C(=O)O,0
CC(C)C[C@@H](CNCC(=O)[C@H](Cc1c[nH]c2ccccc12)NC(=O)c1[nH]cnc1C(=O)N[C@@H](C)CN)NC(=O)c1nc[nH]c1C(=O)N[C@@H](C)C(=O)O,3
COc1ccc(C(=Cc2cc(OC)c(OC)cc2[N+](=O)[O-])C(=O)O)cc1,4
O=C(O)c1ccccc1C(=O)c1ccc2oc(=O)[nH]c2c1,5

# (list continues)
SMILES,IDE act
NCC1OC(n2cnc3c(N)ncnc32)CC1O (stereo not given),2
Cc1ccccc1S(=O)(=O)N1C[C@H]2CON(C)[C@H]2C[C@H]1c1cccc(N2CCOCC2)c1,1
C[C@@H](NCCCn1cnc2c(OCc3ccccc3)ncnc21)c1cccc2ccccc12,0
Cc1ccc(NC(=O)c2ncn(CCCNCCCc3ccccc3)n2)cc1C,6
COc1ccc(C(=O)NCC(c2ccco2)N2CCCCC2)cc1S(=O)(=O)Nc1ccc(C)cc1 (stereo not given),0
O=C(Cc1ccccc1)c1ccc(O)cc1O,-2
CC1(C)SC2c3ccccc3C(=O)N2C1C(=O)O (stereo not given),4
C#CCOCCOCCOCCNc1nc(N2CCN(C(=O)[C@H]([C@@H](C)O)n3cc(CCCCN)nn3)CC2)nc(N2CCN(C(=O)[C@H](C)n3cc(CCC(=O)O)nn3)CC2)n1,-3
O=S(=O)(c1ccccc1)N1CCN(Cc2ccccc2)c2ccccc21,6
COc1ccccc1NS(=O)(=O)c1cccc(C(=O)N2CCCCCC2)c1,0
CCCCN(C(=O)c1cccc(S(=O)(=O)N(CC)c2ccccc2)c1)c1c(N)n(CCCC)c(=O)[nH]c1=O,7
Cc1ccc(NC(=O)c2ncn(CCCN(C)CCc3ccccn3)n2)cc1C,-2
COc1nc(=O)n(C2OC(CO)C(O)C2O)cc1C (stereo not given),3
CCN(CC)CC(C)(C)C(=O)/C=C/c1ccc(/C=C/C(=O)C(C)(C)CN(CC)CC)cc1,3
C[C@H](NC(=O)COc1ccccc1)C(=O)OCC(=O)c1cc2ccccc2o1,1
CCOC(=O)c1cnc(N)nc1-c1ccccc1,1
CN(Cc1ccccc1)C(=O)c1cccc(NC(=O)Cc2ccc(NC(=O)C3CCCN(C(=O)C4CCCCC4)C3)cc2)c1 (stereo not given),-7
COc1cc2c(oc(=O)c3cc(C)cc(OC)c32)c2c(C3OC(C)C(O)C(C)(O)C3O)ccc(O)c12 (stereo not given),5
COC(=O)C1=C(\O)CCCC/C=C\1C(=O)O,5
CCC1(C(=O)NC(=Nc2ccccc2)Nc2ccccc2)CCOC1=O (stereo not given),1
O=C1CCCCC1Nc1ccc2ccccc2c1 (stereo not given),2
OC1c2cc(Cl)ccc2-c2c(Cl)cc(Cl)cc21 (stereo not given),4
CCN1C(=O)[C@H]2[C@H]3CN=C(SCc4ccc(C)cc4)N3[C@@](CC)(C(=O)OC)[C@H]2C1=O,4
CC(CCc1ccccn1)(CCc1ccccn1)C(=O)c1ccccc1,1
CN(C)S(=O)(=O)c1ccc(/C(O)=C2/C(=O)C(=O)N(CCN3CCCCC3)C2c2cccnc2)cc1 (stereo not given),-1
COc1cccc(NC(=O)COC(=O)c2ccc3c(c2)OCO3)c1,1
CCN(CC)C(=O)[C@H]1C[C@H](CC(=O)NCCN2CCOCC2)C(=O)N2CCc3c([nH]c4ccc(Cl)cc34)[C@]12C,-2
CC(=O)c1ccc(Nc2nc(-c3ccccc3)nc3ccccc23)cc1,-4
COc1ccc(C2CC(=O)Oc3ccc(OC)cc32)cc1 (stereo not given),3
C(=NOCCc1ccccc1)c1cccnc1,6
COc1ccc(OCCN2CCCC2)cc1Nc1nnc(Cl)c(Nc2ccccc2S(C)(=O)=O)n1,4
N#CC(CC(=O)c1ccc(Cl)cc1)c1ccccc1 (stereo not given),1
CN1/C(=C/C(=O)COC(=O)CN2C(=O)C3CC=CCC3C2=O)C(C)(C)c2ccccc21 (stereo not given),5
O=C1CCc2cc(S(=O)(=O)NCCc3ccc(Cl)cc3)cc3c2N1CC3,-1
O=C(O)C(=Cc1ccccc1)Cc1ccccc1,2
Cc1cc(CCNC=O)c(C)c2c1oc1ccccc12,1
Cc1cn(C(C)C)c(=O)n(-c2ccccc2)c1=O,7
CC(=O)C1CCC2C3CC=C4N(C)C(=O)CCC4(C)C3CCC12C (stereo not given),4

# Bioassay records: PubChem, The Scripps Research Institute Molecular Screening Center

# These rows are one share of the data; the hit share may differ from the screen's.
